KOR beta-arrestin-1 – KOR antagonists, beta-arrestin recruitment, cell-based, luminescence, uHTS (AID 1778) | one-dose inhibition, % at 10 µM; IC50 in µM for titrated hits | 0.091% of 290,000 active | KOR beta-arrestin recruitment, luminescence, antagonist mode; higher % means a stronger effect; further: strong numbers were not always called active
NS5 inhibitors – flavivirus cap methylation enzyme inhibition – biochemical, confirmation dose response, primary screen (AID 588689). inhibition, % at 25 µM; hits with a dose series show IC50 in µM. Dengue-2 NS5 methyltransferase capping enzyme assay, biochemical; higher % means a stronger effect. 0.3% of 340,000 active; in the data active means a potency from the dose series; inconclusive means inhibition above about 29% without an active follow-up result
NOD1 inhibition – NOD1 signaling inhibitors, primary screen, cell-based, luminescence, uHTS (AID 1578); NOD1-driven NF-kB luciferase reporter cells, luminescence; higher % means a stronger effect; inhibition, % at 4 µM; hits with a dose series show EC50 in µM; 1% of 290,000 active; in the data active means inhibition mostly above about 36%, no sharp cut-off; inactive means mostly below about 34%;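 further: HEK-293T reporter cells stimulated with the NOD1 agonist gamma-tri-DAP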
West Nile virus CPE – inhibition of WNV-induced cytopathic effect – cell-based, CPE readout (AID 1621); 0.02% of 290,000 active; West Nile virus-infected cells, CPE inhibition; higher % means a stronger effect; CPE inhibition, % at 10 µM; hits with a dose series show IC50 in µM; in the data active means a potency from the dose series; inconclusive means CPE inhibition mostly from about 3.7% at the one dose, without a potency; inactive means the rest, 99 in 100 with CPE inhibition below about 2.2%; further: strong numbers were not always called active
Yfh1-depleted yeast – enhancers of respiration in Yfh1-depleted yeast, dose response, Friedreich's ataxia, plus single-dose screen (AID 1465). S. cerevisiae Yfh1-off respiration, WST-1 reduction, 72 h; higher fold induction means a stronger effect. one-dose fold induction at 50 µM; EC50 in µM for titrated hits. 0.074% of 220,000 active;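 active means fold induction of absorbance versus untreated yeast above a set limit, then at least 30% activation at any dose in follow-up; inconclusive means repeats straddling the limit, or above it without dose testing; inactive means fold induction below the set limit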;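 further: activators that raise dye reduction in frataxin-depleted yeast; strong numbers were not always called active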
HIV fusion peptide – inhibitors of HIV fusion peptide binding, primary screen, biochemical, uHTS, fluorescence dequenching (AID 1986) | cell-free peptide binding, fluorescence dequenching, 30 min; higher % means a stronger effect | inhibition, % at 20 µM, or IC50 in µM where a hit was titrated | 0.3% of 290,000 active; in the data active means inhibition mostly above about 52%, no sharp cut-off; inactive means mostly below about 76%; further: some results filed as inactive read as strong as hits
AID2073 – inhibitors of Mint1-CaV2.2 protein interaction, biochemical, HTRF (AID 2073) | HTRF protein-protein interaction, Mint1-CaV2.2; higher % means a stronger effect | inhibition, % at 20 µM; hits with a dose series show IC50 in µM | 0.19% of 290,000 active; in the data active means inhibition mostly above about 51%, no sharp cut-off; inconclusive means no clear call, values can overlap the other calls; inactive means mostly below about 53%; further: some results filed as inactive read as strong as hits
HEK293 NOD2/NF-kB – NOD2 signaling inhibitors, cell-based, luminescence, uHTS, HEK293 (AID 1566) | HEK293 NOD2/NF-kB luciferase reporter, luminescence; higher % means a stronger effect | 0.63% of 290,000 active | inhibition, % at 4 µM; hits with a dose series show EC50 in µM; further: many of its hits are not listed in these tables
KOR beta-arrestin-2 – KOR agonists, beta-arrestin recruitment, primary screen, cell-based, luminescence, uHTS (AID 1777); KOR beta-arrestin recruitment, luminescence; higher % means a stronger effect; one-dose activation, % at 10 µM; EC50 in µM for titrated hits; 0.02% of 280,000 active; in the data active means activation above about 50%, passing the limit was not always enough; further: a part of the inactive calls stands beside numbers as strong as those of hits
An asterisk follows results filed as active; i = inactive; ? = inconclusive; · = no result given; [ ] = dose if it differs, or a comment. Unless noted, no stated cut-off is given here; in the data, active means inhibition above about 50%; inactive means the rest.

Values run as follows: HEK293 NOD2/NF-kB, KOR beta-arrestin-2, HIV fusion peptide, NOD1 inhibition, KOR beta-arrestin-1, West Nile virus CPE, NS5 inhibitors, AID2073, Yfh1-depleted yeast
O=C(Nc1ccc2nn(-c3ccccc3)nc2c1)c1cccs1
  -13%, 2.7%, 3.3%, -41%, -59%, -0.3%, -2%, 7%, i
CC(C(=O)NCC1CCCCC1)N(C)Cc1ccc(Br)cc1 (configuration not stated)
  14%, 1.7%, -0.5%, -22%, -52%, -0.6%, -5%, 0%, ·
CC(NC(=O)C(=O)N/N=C/c1ccc(Cl)cc1)c1ccccc1 (configuration not stated)
  2%, -1.1%, 1.3%, -30%, 22%, -0.6%, -5%, 30%, i
COc1ccccc1-n1cc(CN2CCN(CC(C)C)C(CCO)C2)cn1 (configuration not stated)
  10%, ·, 0.6%, 0%, -24%[20 µM], -0.8%, -2%, 4%, i
Oc1oc(-c2ccc(Br)cc2)nc1C=Nc1ccc(Br)cn1
  -5%, 0.4%, 2.3%, 6%, 3%, -0.5%, ·, 18%, i
Cc1ccc(N2CC(C(=O)N3CCC(C(=O)Nc4nnc(C(C)(C)C)s4)CC3)CC2=O)cc1 (configuration not stated)
  22%, 2.0%, 3.2%, -1%, -64%, -0.6%, 1%, -5%, ·
CC(C)(C)n1cnc2cc(NCc3ccccc3O)ccc21
  -6%, -5.3%, -1.7%, -15%, -2%, -0.5%, -6%, -28%, ·
CCn1cc(CNC(=S)Nc2cccc3ccccc23)cn1
  5%, -0.1%, -0.9%, -27%, -26%, -0.4%, -2%, -3%, i
CN1CCN(c2c(/C=N/O)c3ccccc3n2C)CC1
  -4%, -3.5%, -1.9%, -10%, -12%, -0.5%, -5%, -8%, ·
CC(=O)Nc1ccc(S(=O)(=O)N2CCN=C2C)cc1
  8%, -6.1%, -1.9%, 8%, 25%, 0.2%, -2%, -2%, i
COC(=O)c1c(C(=O)NCc2ccccc2)ncn1CC(O)COc1ccccc1 (configuration not stated)
  17%, 12%, -0.4%, 5%, -3%, -0.1%, ·, -2%, i
COCCOC(=O)c1c(NC(=O)CN2c3ccccc3CC2C)sc(C(N)=O)c1C (configuration not stated)
  9%, 1.5%, 0.0%, -36%, -22%, -0.4%, -5%, 32%, i
CCOC(=O)c1ccc(Oc2nc(OC)cc(OC)n2)cc1
  16%, -6.8%, -1.7%, -4%, 13%, 0.7%, ·, 10%, i
COc1ccc(CCN(C)C(=O)c2cncc(Br)c2)cc1OC
  -15%, -3.5%, -1.4%, -1%, 5%, 0.0%, 4%, 8%, ·
CC(=O)Nc1ccc(S(=O)(=O)Nc2cc3c(cc2C(C)=O)OCO3)cc1
  -6%, 1.0%, 0.5%, -7%, -10%, 0.9%, -15%, -3%, ·
COc1ccc(C)cc1S(=O)(=O)Nc1ccc(F)cc1
  -2%, -5.3%, -1.3%, -19%, 14%, -0.3%, -5%, 0%, i
O=C(CSc1ncccn1)N1CCCC1
  11%, 3.1%, 0.5%, -31%, 0%, 0.0%, -7%, 13%, ·
O=C(c1cc(Cl)nc2ccccc12)N1CCc2ccccc2C1
  1%, -2.3%, -0.7%, -8%, 8%, ?, -7%, -5%, i
Cc1cc(NC(=O)CSc2nc3c([nH]c4ccccc43)c(=O)n2-c2cccc(C(F)(F)F)c2)no1
  0%, -1.3%, 0.8%, -12%, -22%, 0.0%, 0%, 12%, i
O=c1c2c3nc4ccccc4nc3n(-c3ccc4c(c3)OCCO4)c2ncn1CC1CCCO1 (configuration not stated)
  1%, 1.3%, 19%, -16%, -13%, ·, ·, 33%, ·
O=C(O)c1ccccc1Cc1nc2cc(Cl)ccc2c(=O)[nH]1
  21%, -2.9%, 2.6%, -35%, -2%[20 µM], 1.3%, 1%, 3%, i
O=C(CC12CC3CC(CC(C3)C1)C2)Nc1cccc2ncccc12
  14%, -3.0%, -1.6%, 3%, 4%, -1.3%, -5%, 5%, i
COC(=O)c1cccc(-c2ccc(C(c3c(C)[nH][nH]c3=O)c3c(C)[nH][nH]c3=O)o2)c1
  13%, -1.9%, 11%, -33%, 8%, 0.6%, 26%, 16%, i
Cc1ccc(/C=C2/C(=O)c3ccc(C(=O)O)cc3C2=O)o1
  -14%, -1.8%, 35%, -32%, 1%, -0.3%, 40µM*, 72%, i
O=C(CN1C(=O)c2ccccc2C1=O)Nc1nccs1
  9%, 5.0%, -1.1%, -14%, -5%, 0.1%, 8%, 5%, i
Cc1ccc(CNC(=O)C2CCC(=O)N(CCc3ccccc3)C2)s1 (configuration not stated)
  -20%, -2.3%, 0.4%, -23%, -9%, -0.4%, -5%, 4%, ·
COc1ccc(NC(=S)NN(C)C(=S)Nc2ccc(OC)cc2)cc1
  -23%, 1.7%, 2.0%, -32%, -97%, -1.4%, -7%, -11%, i
Cc1cccc(OCc2nnc(SCC(=O)NCCc3ccccc3)o2)c1
  0%, 2.3%, 3.1%, 0%, ·, -0.2%, -7%, 0%, i
COC(=O)c1sc(SC)c(-c2ccon2)c1C
  0%, -0.5%, -0.3%, -13%, -2%, 0.3%, 7%, 2%, i
O=C(COC(=O)c1cccs1)Nc1ccccc1Cl
  9%, -0.2%, 1.2%, -31%, 2%, -0.5%, 2%, 10%, ·
Cc1nc2ccc(S(=O)(=O)c3ccc4nc(C)[nH]c4c3)cc2[nH]1
  14%, 7.3%, -3.2%, 13%, -5%, 0.4%, -6%, 0%, i
O=C(CNS(=O)(=O)/C=C/c1ccccc1)OCC(=O)N1CCC(Cc2ccccc2)CC1
  2%, -0.3%, -2.2%, -20%, 8%, 0.1%, -6%, 0%, i
COc1ccc(CCNC(=O)c2ccc(N3CCCCS3(=O)=O)cc2)cc1OC
  8%, -1.0%, 0.0%, -2%, -18%, -0.3%, 5%, 24%, ·
Cc1ccc(NC(=O)c2ccco2)c(NC(=O)c2ccccc2C)c1
  15%, -4.0%, 0.2%, 2%, 9%, -0.8%, -4%, 11%, ·
Cn1c(=O)c2[nH]c(-c3ccccc3)c(O)c2n(C)c1=O
  14%, -1.9%, 36%, -18%, 3%, -0.5%, 18µM*, 20%, i
CCc1c(O)nc(SCC(=O)Nc2ccccc2C)n(-c2ccc(C)cc2)c1=O
  8%, 4.1%, 4.2%, -23%, 7%, -0.5%, -1%, -2%, ·
CN(C)CCCN(C(=O)c1ccc2c(c1)CCCC2)c1nc2ccc(Cl)cc2s1
  4%, -3.2%, -3.2%, -29%, -4%, -1.6%, -2%, 3%, i
Cc1[nH]c(=O)[nH]c(=O)c1S(=O)(=O)N1CCCCC1
  -10%, -2.6%, 0.9%, -29%, -4%, 0.2%, 6%, 18%, ·
O=C(C[n+]1ccccc1)N/N=C/c1cccs1
  1%, -2.9%, -0.7%, -38%, 10%, -0.1%, -5%, 3%, i
CC(C(=O)Nc1ccc(F)c(F)c1F)N(C)CCOc1ccccc1 (configuration not stated)
  -2%, -2.0%, 1.1%, -18%, 14%, -0.2%, -3%, 11%, ·
COc1ccc(C(=O)/C=C/C(=O)N(Cc2ccccc2OC)C(C(=O)NC2CCCCC2)c2ccncc2)c(O)c1 (configuration not stated)
  15%, 3.4%, -0.7%, 4%, 12%, -1.0%, -3%, 10%, i
O=C(CSc1n[nH]c(-c2ccncc2)n1)c1ccccc1
  8%, -4.6%, -1.3%, -3%, 15%, -0.5%, -5%, 0%, i
CC(C)c1ccc(-c2nc(N3CCCC3)nc3n[nH]c(N)c23)cc1
  24%, -0.4%, 2.3%, ·, -16%, ?, -3%, 8%, i
CC(C)(C)C1CCc2c(sc3nc(SCC(=O)O)nc(N)c23)C1 (configuration not stated)
  -11%, -3.0%, 14%, -2%, -24%, -0.2%, 6%, 12%, i
Cc1c(C)c2ccc(OCC(=O)NC(Cc3c[nH]c4ccc(O)cc34)C(=O)O)c(C)c2oc1=O (configuration not stated)
  16%, -0.5%, 2.2%, 0%, 16%[20 µM], 0.4%, -6%, 2%, ·
Cc1nn(-c2ccccc2)c(N)c1C(O)(CC(=O)C(F)(F)F)C(F)(F)F (configuration not stated)
  2%, 0.7%, 1.1%, -24%, 14%, -0.1%, -4%, -2%, i
CSc1ccccc1C(=O)NCc1ccc(S(N)(=O)=O)cc1
  9%, -10%, -0.4%, 4%, 15%, -0.1%, 3%, -4%, i
Cc1cccc(OCC(=O)N2CCN(C(=O)Cc3ccccc3)CC2)c1
  1%, -1.3%, 1.3%, -27%, -22%, 0.0%, -3%, -6%, i
Cc1ccn2c(C(=O)CSc3ccc(Cl)cc3Cl)c(C)nc2c1
  -13%, -0.5%, 7.1%, -8%, -23%, -0.3%, 1%, -6%, i
COc1ccc(NC(=O)CCN2C(=O)c3ccccc3S2(=O)=O)c(OC)c1
  -3%, -1.3%, -2.7%, -28%, -29%, 1.2%, -6%, 1%, i
COc1ccc(NC(=O)NC2(C(=O)N3CCCCC3)CCCCC2)cc1
  2%, -1.5%, -0.6%, -7%, -5%, -0.8%, -9%, 11%, ·
Cc1ccc(/C=C/C(=O)NC(=S)N2CCN(c3ccc(F)cc3)CC2)cc1
  8%, 2.6%, -0.9%, -6%, -12%, -0.8%, 3%, 3%, i
NC(=O)NC(c1ccccc1)c1ccccc1
  12%, ·, -3.0%, -8%, -21%, -0.2%, -6%, -4%, i
CC(NS(=O)(=O)c1ccc(Br)cc1)C(N)=O (configuration not stated)
  -1%, -3.0%, -2.1%, -15%, 6%, 0.5%, -8%, -4%, i
O=C(CSc1nnc(Cc2ccccc2)o1)N1CCOCC1
  3%, 6.5%, 1.7%, 5%, 13%, 0.0%, -1%, 8%, i
CCC(=O)Nn1cnc2c(c1=O)C1(CCCCC1)Cc1ccccc1-2
  2%, 1.6%, -0.4%, -11%, -16%, 0.0%, -6%, -11%, i
O=C(Nc1ccccc1)Nc1ncc([N+](=O)[O-])s1
  -174%, -2.1%, 2.7%, 0%, 15%, -2.1%, -10%, 15%, i
COC(=O)c1ccccc1NC(=O)CSc1nc(-c2ccco2)cc(C(F)(F)F)n1
  -22%, 3.4%, 0.8%, 30%, -32%, 1.1%, -3%, 0%, i

Source: PubChem

These rows are one share of the data. The share of hits here may be higher or lower than overall.
